LYP inhibition: inhibitors of LYP phosphatase, biochemical, fluorescence intensity, uHTS (AID 1779); Tyrosine-protein phosphatase non-receptor type 22 (Homo sapiens); recombinant LYP phosphatase, fluorescence intensity; higher % means a stronger effect; inhibition, % at 11.5 µM; hits with a dose series show IC50 in µM; 290,000 tested, 0.054% active;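 also: plate controls were vehicle with enzyme for no effect and no enzyme for full effect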
TNAP activation fold: human TNAP enzyme activators, primary screen, biochemical, luminescent, no phosphate acceptor, uHTS (AID 1001); Alkaline phosphatase, tissue-nonspecific isozyme (Homo sapiens); 200,000 tested, 0.03% active; purified TNAP, luminescent activation assay, no phosphate acceptor; higher activation fold means a stronger effect; activation fold at 20 µM, or EC50 in µM where a hit was titrated; in the data active = activation fold from about 3, or a potency from the dose series; inactive = the rest, 99 in 100 with activation fold below about 1.6; also: many of its hits are not listed in these tables
XIAP displacement: XIAP antagonists, biochemical, IAP family, fluorescence polarization (AID 1018) | 200,000 tested, 0.007% active | XIAP BIR domain, fluorescence polarization peptide displacement; higher % means a stronger effect | one-dose displacement, % at 20 µM; IC50 in µM for titrated hits | E3 ubiquitin-protein ligase XIAP (Homo sapiens); in the data active = displacement above about 50%; also: a part of the inactive calls stands beside numbers as strong as those of hits
NOD2 inhibition: NOD2 signaling inhibitors, cell-based, luminescence, uHTS, HEK293 (AID 1566). one-dose inhibition, % at 4 µM; EC50 in µM for titrated hits. HEK293 NOD2/NF-kB luciferase reporter, luminescence; higher % means a stronger effect. 290,000 tested, 0.63% active; also: many of its hits are not listed in these tables
KOR beta-arrestin-1: KOR antagonists, beta-arrestin recruitment, cell-based, luminescence, uHTS (AID 1778) | KOR beta-arrestin recruitment, luminescence, antagonist mode; higher % means a stronger effect | Kappa-type opioid receptor (Homo sapiens) | one-dose inhibition, % at 10 µM; IC50 in µM for titrated hits | 290,000 tested, 0.091% active; also: strong numbers were not always called active
NOD1 inhibition: NOD1 signaling inhibitors, primary screen, cell-based, luminescence, uHTS (AID 1578) | NOD1-driven NF-kB luciferase reporter cells, luminescence; higher % means a stronger effect | one-dose inhibition, % at 4 µM; EC50 in µM for titrated hits | 290,000 tested, 1% active; in the data active = inhibition mostly above about 36%, no sharp cut-off; inactive = mostly below about 34%;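 also: HEK-293T reporter cells stimulated with the NOD1 agonist gamma-tri-DAP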
PMI inhibition: human PMI inhibitors, high substrate, primary screen, biochemical, fluorescence intensity, high mannose 6-phosphate (AID 1220); inhibition, % at 20 µM, or IC50 in µM where a hit was titrated; 190,000 tested, 0.66% active; Mannose-6-phosphate isomerase (Homo sapiens); recombinant PMI enzyme, coupled fluorescence intensity; higher % means a stronger effect
KOR beta-arrestin-2: KOR agonists, beta-arrestin recruitment, primary screen, cell-based, luminescence, uHTS (AID 1777). KOR beta-arrestin recruitment, luminescence; higher % means a stronger effect. one-dose activation, % at 10 µM; EC50 in µM for titrated hits. 280,000 tested, 0.02% active; in the data active = activation above about 50%, passing the limit was not always enough; also: a part of the inactive calls stands beside numbers as strong as those of hits
PMI inhibitors: inhibitors of human PMI, primary screen, biochemical, fluorescence intensity, coupled assay (AID 1209). one-dose inhibition, % at 20 µM; IC50 in µM for titrated hits. 190,000 tested, 0.42% active. purified PMI enzyme, coupled fluorescence intensity; higher % means a stronger effect. Mannose-6-phosphate isomerase (Homo sapiens);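 also: plate controls were DMSO vehicle for no effect and wells lacking substrate for full effect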
* = called active by the depositor; . = not tested or not shown; [ ] = another dose, or the depositor's remark. Rule as the data show it, unless noted: active = inhibition above about 50%; inactive = the rest. A portion of the library. The share of hits here may be higher or lower than overall.

item	structure	LYP inhibition	TNAP activation fold	XIAP displacement	NOD2 inhibition	KOR beta-arrestin-1	NOD1 inhibition	PMI inhibition	KOR beta-arrestin-2	PMI inhibitors
1	Cc1nc(Nc2ccc(S(N)(=O)=O)cc2)sc1-c1ccccc1	-1%	.	.	-3%	0%	-26%	.	0.1%	.
2	O=C(CC(=O)Nc1ccc(Cl)c(Cl)c1)N/N=C/c1ccc(O)cc1	-2%	1.2	-4.1%	11%	-20%	8%	7%	-0.6%	0%
3	CC1CCCN(C(=O)Cn2nnc(-c3ccccc3F)n2)C1 (stereo not given)	-16%	.	.	-11%	-29%[20 µM]	-18%	.	-4.4%	.
4	O=C(NCC1CCCN(Cc2ccc3nonc3c2)C1)c1ccc(F)cc1 (stereo not given)	-3%	1	-6.2%	-9%	17%[20 µM]	-29%	3%	-5.6%	8%
5	c1ccc(N2CCN(Cc3ccnc4ccccc34)CC2)cc1	1%	1.1	2.2%	28%	-60%	.	-101%	-0.4%	-51%
6	O=C(NCc1cccs1)c1cccc(N2CCCC2=O)c1	-5%	1.1	-3.7%	15%	35%	-6%	1%	1.3%	3%
7	CNC(=O)C1CC(=O)N(Cc2ccc3c(c2)OCO3)C(=Nc2ccc(OC)cc2)S1 (stereo not given)	0%	1	-0.2%	-13%	-27%	19%	-1%	7.0%	-1%
8	O=C(NCCN1CCOCC1)c1ccc2ccccc2n1	0%	1.1	-14%	10%	-49%	-8%	3%	-0.3%	11%
9	Cc1ccc(SCCC(=O)Nc2ccccc2C(=O)N2CCOCC2)cc1	-3%	1.1	-5.2%	20%	-15%	-4%	-1%	0.4%	6%
10	OCC[C@@H]1C[C@@H](O)[C@H](O)[C@]2(CCCCO2)O1	-1%	1.1	-5.0%	11%	-18%	-35%	1%	0.9%	0%
11	Cc1ncc(CN2CCC(CO)(CCOc3ccccc3)CC2)s1	-5%	.	.	1%	-17%	-3%	.	4.1%	.
12	COc1ccc(CCn2c(C)nc3ccccc3c2=O)cc1OC	-2%	1.1	1.9%	-13%	-27%[20 µM]	10%	8%	-2.1%	6%
13	Cc1[nH]n(-c2ccccc2)c(=O)c1C(C[N+](=O)[O-])c1ccccc1Cl (stereo not given)	-4%	1.1	-5.3%	16%	-20%	-1%	16%	-1.3%	21%
14	Cc1ccc(O)c(CNc2ccc(S(=O)(=O)Nc3nccs3)cc2)c1	-5%	.	.	11%	4%	-4%	.	1.3%	.
15	COc1ccc(C(=O)NC2CC2)cc1OC1CCN(Cc2cc(C)c(C)cc2C)CC1	-2%	.	.	15%	4%	-2%	.	3.4%	.

Among those listed so far, two have four or more nitrogen atoms:
item	structure	LYP inhibition	TNAP activation fold	XIAP displacement	NOD2 inhibition	KOR beta-arrestin-1	NOD1 inhibition	PMI inhibition	KOR beta-arrestin-2	PMI inhibitors
3	CC1CCCN(C(=O)Cn2nnc(-c3ccccc3F)n2)C1 (stereo not given)	-16%	.	.	-11%	-29%[20 µM]	-18%	.	-4.4%	.
4	O=C(NCC1CCCN(Cc2ccc3nonc3c2)C1)c1ccc(F)cc1 (stereo not given)	-3%	1	-6.2%	-9%	17%[20 µM]	-29%	3%	-5.6%	8%

Next structures follow.
item	structure	LYP inhibition	TNAP activation fold	XIAP displacement	NOD2 inhibition	KOR beta-arrestin-1	NOD1 inhibition	PMI inhibition	KOR beta-arrestin-2	PMI inhibitors
16	O=C(CSc1ccccc1)N1CCN(S(=O)(=O)c2ccccc2F)CC1	-5%	.	.	-6%	-10%	-21%	.	2.4%	.
17	COc1ccccc1Cn1c(=S)[nH]c2cc(C(=O)N3CCCC3)ccc2c1=O	-6%	.	.	19%	11%	-2%	.	0.7%	.
18	CCOC(=O)c1ccc(NC(=O)CN2C(=O)C(=O)N(CC(C)C)C2=O)cc1	-2%	1.1	-2.3%	-7%	-13%	-12%	4%	-1.9%	7%
19	COc1cccc(/C=N/NC(=O)Cn2nc(C)c([N+](=O)[O-])c2C)c1O	-3%	1.7	-1.4%	-41%	29%	5%	-22%	-3.7%	-9%
20	Cn1c(CN2CCCC2)nc2cc(NS(=O)(=O)c3ccccc3)ccc21	-3%	1.1	-3.7%	4%	4%	-30%	12%	4.9%	14%
21	CC1=C(C)CC(C(=O)NCCCN2CCCC2=O)C(C(=O)O)C1 (stereo not given)	-10%	.	.	7%	13%	4%	.	-0.3%	.
22	CCN1CCN(C(=S)NCc2ccc(C)cc2)CC1	-8%	1.1	-5.1%	13%	11%	-17%	4%	-0.7%	18%
23	Cc1cccc2c1Sc1ccccc1CC2=O	0%	1.1	-4.6%	12%	-8%	7%	3%	-1.4%	9%
24	O=C(NCCc1ccco1)C(=O)NCC1OCCCN1S(=O)(=O)c1ccccc1 (stereo not given)	-8%	.	.	10%	4%	-4%	.	-2.6%	.
25	C=C(C)CSc1nc2ncccc2[nH]1	0%	0.3	0.3%	-12%	-18%	-11%	5%	.	3%
26	COc1ccc(C2Nc3ccccc3C(=O)N2c2ccccc2)cc1CN1CCOCC1 (stereo not given)	-8%	1.1	-6.4%	13%	24%[20 µM]	-27%	-3%	-2.9%	2%
27	CCOc1ccccc1NC(=O)C(CC)Sc1nc2ccncc2[nH]1 (stereo not given)	-6%	.	.	24%	-24%	-6%	.	3.4%	.
28	Cc1cc(C)nc(Nc2n[nH]c(COc3ccccc3)n2)n1	-8%	2	0.2%	-24%	1%	-29%	1%	-9.5%	3%
29	CC(C)(C)c1ccc(C2=NC(=O)C(CC(=O)O)S2)cc1 (stereo not given)	2%	.	.	-14%	-8%	1%	.	0.5%	.
30	Cc1cc(C)c2c(n1)nn1c(C)c(CCC(=O)NCc3ccco3)c(C)nc21	2%	1.1	-4.9%	14%	11%	-24%	1%	-2.9%	7%
31	CC(Cc1cccs1)NC(=O)CCCn1nnnc1CN1CCOCC1 (stereo not given)	-4%	.	.	-9%	-21%	-44%	.	5.7%	.
32	CCCCCC/C(C)=C1/SC(=S)NC1=O	-1%	1.1	-2.9%	40%	22%	48%	8%	-1.2%	17%
33	O=C(NC1CCCCC1)C(=S)N1CCCC1	-13%	1.1	-5.0%	9%	24%[20 µM]	-16%	2%	-9.2%	4%
34	O=[N+]([O-])c1ccc(Sc2ncc3ccccn23)nc1	-4%	.	.	6%	25%	7%	.	2.5%	.
35	CN(C)c1c(-c2ccccc2)cc(-c2ccccc2)[nH]c1=O	3%	.	.	4%	-37%	4%	.	5.0%	.
36	CC(C)(C)N1CSC(=S)N(Cc2ccccc2)C1	-2%	1.1	0.2%	6%	0%	-35%	2%	-3.6%	10%
37	Cc1cc(C(=O)Nc2cccc3ccccc23)co1	-3%	.	.	-10%	21%	-7%	.	-0.3%	.
38	Nc1cccc2cnccc12	-9%	0.9	-0.2%	26%	-11%	45%	.	-0.4%	68%*
39	O=c1cc(O)c(-c2ccccc2Cl)c(Cl)[nH]1	-1%	0.9	-5.4%	16%	-25%	-22%	5%	0.5%	-3%
40	O=C(NCCc1ccc(C(F)(F)F)cc1)C1COc2ccccc2O1 (stereo not given)	-8%	.	.	-4%	-36%	39%	.	9.8%	.
41	Clc1ccc(C2=CSC3=Nc4cccc5cccc(c45)N23)cc1	0%	1	-6.7%	6%	-42%	16%	-35%	-1.6%	-36%
42	O=C(Nc1cccc(S(=O)(=O)Nc2ccc(Cl)cc2)c1)c1ccc2c(c1)OCCO2	2%	1.1	0.8%	56%*	0%	64%	6%	6.9%	18%
43	Cc1cc(Cl)ccc1NC(=S)N1CCC(C(N)=O)(N2CCCCC2)CC1	2%	1.1	-8.6%	-3%	4%	-17%	5%	-0.9%	19%
44	COc1ccc(OC)c(N(CC(=O)NCCSc2ccccc2)S(C)(=O)=O)c1	-7%	1	-3.5%	-7%	-2%	10%	-6%	0.3%	-9%
45	O=C(CSc1nc2ncccc2[nH]1)c1ccc2c(c1)OCO2	-4%	.	.	-34%	21%	-13%	.	-1.3%	.
46	O=C(NCc1nnc(SCC(=O)N2CCCC2)o1)c1cccc(C(F)(F)F)c1	-7%	.	.	-1%	2%	29%	.	1.7%	.
47	COc1ccc2c(c1)C(=C(C#N)C#N)C(=O)N2CCc1ccccc1	14%	.	.	8%	-13%	1%	.	4.3%	.
48	CCOc1ccc(C(=O)c2cc([N+](=O)[O-])ccc2N2CCOCC2)cc1	4%	0.9	-9.0%	-25%	-92%	-2%	-3%	2.3%	-4%
49	CO/N=C/c1ccc(N2CCN(C(=O)c3ccc(F)cc3)CC2)c([N+](=O)[O-])c1	-3%	1	-12%	-2%	-8%	-11%	-1%	-0.2%	-1%
50	COc1ccccc1S(=O)(=O)Cc1ccc(C(=O)NCC2CCCO2)o1 (stereo not given)	-3%	1.1	-5.2%	13%	-8%	-20%	-12%	1.6%	-11%
51	COc1cc(NC(=O)CNC(c2ccccc2)c2ccccc2)cc(OC)c1OC	-1%	.	.	13%	9%	-6%	.	-4.5%	.
52	CNC(=O)NC(=O)C(C)OC(=O)CCCc1nc2ccccc2s1 (stereo not given)	2%	1	-10%	0%	-33%	-20%	4%	-0.7%	-1%
53	Cc1noc(C)c1C(=O)N1CC(C)OC(C)C1 (stereo not given)	-6%	1.2	-6.2%	16%	21%	10%	-4%	-10%	-5%
54	COc1ccc(C(=O)NCCc2ccc(F)cc2)cc1OC	-11%	1	-4.3%	-10%	-22%[20 µM]	-32%	10%	-3.4%	11%
55	C=CCn1c(-c2ccc3ncccc3c2)n[nH]c1=S	-6%	.	.	-1%	35%	0%	.	-0.6%	.
56	COc1ccccc1CN(Cc1nc2ccccc2c(=O)[nH]1)C(=O)Nc1cccc(C)c1	-2%	1.1	-4.4%	-6%	-58%	-2%	-22%	1.1%	-16%
57	O=C(NC1CCCC1)c1cccc(Cl)c1	-1%	1.1	-8.1%	-22%	4%	-42%	0%	-1.2%	-11%
58	CCOC(=O)c1c(-c2ccc(C)cc2)csc1NC1=NS(=O)(=O)c2ccccc21	-1%	1.1	-1.8%	23%	-22%	24%	18%	4.5%	12%
59	CC(=O)N1CC(C)Oc2ccc(S(=O)(=O)Nc3ccc(Cl)cn3)cc21 (stereo not given)	-11%	.	.	8%	-4%	-14%	.	-8.9%	.
60	Cc1cc(C)c(OCCCCn2cnc3ccccc3c2=O)c(C)c1	3%	1	-1.6%	18%	-13%	12%	8%	6.5%	13%
61	C=C(C)CNC(=S)N/N=C/c1ccc([N+](=O)[O-])cc1	0%	1	-7.9%	-2%	25%	-19%	5%	-2.7%	6%
62	Nc1nc2n(n1)C(c1cccc(Br)c1)CC(c1ccc(F)cc1)N2 (stereo not given)	-2%	1	1.7%	18%	24%	-18%	4%	-2.3%	6%

Whole records, quoted from the list. Order of screens: LYP inhibition	TNAP activation fold	XIAP displacement	NOD2 inhibition	KOR beta-arrestin-1	NOD1 inhibition	PMI inhibition	KOR beta-arrestin-2	PMI inhibitors
Record of Nc1nc2n(n1)C(c1cccc(Br)c1)CC(c1ccc(F)cc1)N2 (stereo not given) : -2%	1	1.7%	18%	24%	-18%	4%	-2.3%	6%
Record of COc1ccccc1S(=O)(=O)Cc1ccc(C(=O)NCC2CCCO2)o1 (stereo not given) : -3%	1.1	-5.2%	13%	-8%	-20%	-12%	1.6%	-11%
Record of CCOc1ccc(C(=O)c2cc([N+](=O)[O-])ccc2N2CCOCC2)cc1 : 4%	0.9	-9.0%	-25%	-92%	-2%	-3%	2.3%	-4%
Record of COc1cc(NC(=O)CNC(c2ccccc2)c2ccccc2)cc(OC)c1OC : -1%	.	.	13%	9%	-6%	.	-4.5%	.

Screens as filed in PubChem BioAssay.
